Screening data: PubChem, several laboratories
M5 ag – human M5 muscarinic receptor agonists, primary screen, CHO-K1 cells, Fluo-8 calcium fluorescence | AID 624037, 2012 | 360,000 tested, 0.19% active | CHO-K1 hM5 cells; 0% DMSO wells, 100% maximal acetylcholine response | Muscarinic acetylcholine receptor M5 (Homo sapiens), P08912 | activation, % at 3 µM;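 active = activation above the run's mean over test compounds plus 3 SD, cut at about 23% in these data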;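 note: signal is peak over basal fluorescence ratio across the kinetic read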
M4 PAM – human M4 muscarinic receptor positive allosteric modulators, primary screen, CHO-K1 cells, Fluo-8 calcium fluorescence. CHO-K1 hM4/Gqi5, ACh EC20; 0% = ACh EC20, 100% = maximal ACh. activation, % at 3 µM. 360,000 tested, 0.4% active. AID 624126, 2012;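 active = activation above its plate's cutoff, the mean activation of sample wells plus 3 SD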; note: some results filed as inactive read as strong as hits
Target sequence (P08173 whole entry, looked up): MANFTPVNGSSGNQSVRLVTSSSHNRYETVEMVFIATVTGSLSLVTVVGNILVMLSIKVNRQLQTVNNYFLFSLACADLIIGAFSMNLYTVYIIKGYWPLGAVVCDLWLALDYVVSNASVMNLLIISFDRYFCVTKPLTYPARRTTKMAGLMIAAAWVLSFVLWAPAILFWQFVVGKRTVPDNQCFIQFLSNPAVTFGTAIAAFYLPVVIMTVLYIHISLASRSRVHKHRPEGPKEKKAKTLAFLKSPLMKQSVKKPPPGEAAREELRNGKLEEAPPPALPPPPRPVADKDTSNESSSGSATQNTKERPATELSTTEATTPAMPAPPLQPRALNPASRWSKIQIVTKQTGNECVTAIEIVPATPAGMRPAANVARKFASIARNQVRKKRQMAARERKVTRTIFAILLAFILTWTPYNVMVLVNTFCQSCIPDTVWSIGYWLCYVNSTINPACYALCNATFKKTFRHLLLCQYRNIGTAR
CHRM1 antagonist – human M1 muscarinic receptor antagonists, primary screen, CHO-K1 cells, Fluo-8 calcium fluorescence, 1536-well | 360,000 tested, 1.3% active | inhibition, % at 3 µM | Muscarinic acetylcholine receptor M1 (Homo sapiens), P11229 | CHO-K1 hM1, ACh EC80 antagonist;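 active = percent inhibition above its own plate's cutoff, namely the mean of that plate's compound wells plus 3 SD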;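 note: peak over basal fluorescence ratio during 140 s after agonist addition; 0% = ACh EC80 plus DMSO and 100% = DMSO alone without agonist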
Target sequence (P11229 whole entry, looked up): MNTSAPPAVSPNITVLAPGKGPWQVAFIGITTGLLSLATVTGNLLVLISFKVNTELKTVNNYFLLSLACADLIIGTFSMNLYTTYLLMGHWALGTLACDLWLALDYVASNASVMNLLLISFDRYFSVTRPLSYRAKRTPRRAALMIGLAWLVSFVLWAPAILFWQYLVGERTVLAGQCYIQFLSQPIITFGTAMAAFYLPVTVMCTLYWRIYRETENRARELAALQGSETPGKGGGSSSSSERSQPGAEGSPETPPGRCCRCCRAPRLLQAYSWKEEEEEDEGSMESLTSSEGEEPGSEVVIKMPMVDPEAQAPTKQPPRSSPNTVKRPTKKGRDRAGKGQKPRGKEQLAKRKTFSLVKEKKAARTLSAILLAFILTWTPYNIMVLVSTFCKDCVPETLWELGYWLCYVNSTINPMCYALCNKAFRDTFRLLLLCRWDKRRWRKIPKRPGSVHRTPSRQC
CRFR2-BP ag – agonists of CRF-BP/CRF-R2 complex, primary screen, cell-based, HEK293, calcium dye fluorescence, uHTS; activation, % at 13.2 µM; AID 588473, 2011; CRF-binding protein / CRF receptor 2 complex (human); calcium dye fluorescence (FLIPR); percent of saturating CRF peptide response; 350,000 tested, 0.46% active;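 active = activation of at least 50%, plus an integration ratio under a set limit after plate pattern correction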;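 note: plate controls were neutral control wells without compound for no effect and CRF at EC100 for full effect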
CHRM1 PAM – human M1 muscarinic receptor positive allosteric modulators, primary screen, CHO-K1 cells, Fluo-8 calcium fluorescence, 1536-well | 360,000 tested, 0.088% active | activation, % at 3 µM | CHO-K1 hM1, ACh EC20; 0% = ACh EC20, 100% = maximal ACh; in the data active = activation above about 19%, passing the limit was not always enough
CHRM4 agonist – human M4 muscarinic receptor agonists, primary screen, CHO-K1 cells, Fluo-8 calcium fluorescence. Muscarinic acetylcholine receptor M4 (Homo sapiens), P08173. CHO-K1 hM4/Gqi5; vehicle 0%, full acetylcholine response 100%. activation, % at 3 µM. 360,000 tested, 0.14% active;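 active = activation above the run mean over all test wells plus 3 SD, cut at about 32% in these data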;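 note: peak over basal fluorescence ratio per well then scaled between controls; 0% = DMSO wells and 100% = acetylcholine at EC100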
CHRM5 antagonist – human M5 muscarinic receptor antagonists, primary screen, CHO cells, Fluo-8 calcium fluorescence | Muscarinic acetylcholine receptor M5 (Homo sapiens), P08912 | CHO-hM5 cells, ACh EC80 | inhibition, % at 3 µM | 360,000 tested, 0.59% active | AID 624040, 2012;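 active = inhibition above a per-plate cutoff, the mean of that plate's test compounds plus 3 SD, cut at about 27% in these data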;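 note: 0% = acetylcholine EC80 with DMSO and 100% = DMSO without agonist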
M4 antag – human M4 muscarinic receptor antagonists, primary screen, CHO cells, Fluo-8 calcium fluorescence; Muscarinic acetylcholine receptor M4 (Homo sapiens), P08173; 360,000 tested, 0.73% active; inhibition, % at 3 µM; CHO-hM4 cells, ACh EC80;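 active = inhibition above its plate's cutoff, the mean inhibition of sample wells plus 3 SD, cut at about 27% in these data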;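 note: 0% = acetylcholine EC80 with DMSO and 100% = DMSO without agonist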
CHRM5 PAM – human M5 muscarinic receptor positive allosteric modulators, primary screen, CHO-K1 cells, Fluo-8 calcium fluorescence; 360,000 tested, 0.3% active; Muscarinic acetylcholine receptor M5 (Homo sapiens), P08912; activation, % at 3 µM; AID 624038, 2012; CHO-K1 hM5, ACh EC20 PAM; 0% = ACh EC20, 100% = ACh EC100;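 active = activation above the run cutoff, the mean activation of all test compounds plus 3 SD, cut at about 18% in these data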
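Replicates: One well per compound, no replicates | System: Human M5 receptor in CHO-K1 cells | Benchmarks: Low control EC20 acetylcholine (0%), high control EC100 acetylcholine (100%) | Probe or stimulus: Acetylcholine, EC20 level | Times: Fluo-8 loading 80 min at 37 °C plus 30 min room temperature | Signal: Intracellular calcium via Fluo-8 fluorescence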
An asterisk follows results filed as active; x = no result given.

SMILES	M5 ag	M4 PAM	CHRM1 antagonist	CRFR2-BP ag	CHRM1 PAM	CHRM4 agonist	CHRM5 antagonist	M4 antag	CHRM5 PAM
O=C(Nc1cccc(F)c1)C1CCN(c2nnnn2-c2ccccc2)CC1	1	-4	1	-2.1	2	5	4	16	-6
Cc1cc(C)c2cc(CN(CCCO)S(=O)(=O)c3ccccc3F)c(=O)[nH]c2c1	3	-1	-14	-1.1	14	3	8	7	-1
CCc1ccc(NC(=O)c2ccc(C3SCC(=O)N3CCc3ccccc3)cc2)cc1 (centres undefined)	-4	-5	2	0.3	0	-1	-2	4	-4
Fc1cc(Br)cc(F)c1NC(=S)N1CCOCC1	-5	-1	-10	0.9	11	1	5	2	-1
CCC1(C)N=C(N)Nc2nc3cc(C)c(C)cc3n21 (centres undefined)	-7	0	-13	-0.1	6	0	14	0	-2
CC(=O)N1CC(=O)N(OCc2ccccc2)C1c1ccc(Cl)cc1Cl (centres undefined)	9	9	-14	0.3	9	2	0	5	-4
Nn1c(SCC(=O)Nc2ccccc2C(F)(F)F)nncc1=O	-1	0	-6	-0.5	-2	1	-13	0	4
CC1=NOC(=O)/C1=C\c1ccc(-c2ccc(Br)cc2)o1	-5	-11	34*	69*	-1	10	31*	34*	-17
CN(C)c1ccc(S(=O)(=O)NCC(=O)OCC(=O)NC(=O)C2CCCCC2)cc1[N+](=O)[O-]	-3	7	-1	-2.1	13	1	8	-9	6
COC(=O)c1ccc(-n2c(C)cc(C(=O)COC(=O)CNS(=O)(=O)c3ccc(C)cc3)c2C)cc1	-2	-29	4	0.0	-11	13	1	17	-13
Nc1ccc(-c2nnnn2-c2ccc(N)cc2)cc1	1	7	-19	-1.4	12	1	-7	-5	-1
CC1=C(C(=O)OCc2ccccc2)C(c2cccs2)NC(=O)N1CCCC(=O)O (centres undefined)	0	2	18	0.6	-6	0	9	6	5

Ten of the compounds above, with bars between the fields:
SMILES | M5 ag | M4 PAM | CHRM1 antagonist | CRFR2-BP ag | CHRM1 PAM | CHRM4 agonist | CHRM5 antagonist | M4 antag | CHRM5 PAM
CCc1ccc(NC(=O)c2ccc(C3SCC(=O)N3CCc3ccccc3)cc2)cc1 (centres undefined) | -4 | -5 | 2 | 0.3 | 0 | -1 | -2 | 4 | -4
Fc1cc(Br)cc(F)c1NC(=S)N1CCOCC1 | -5 | -1 | -10 | 0.9 | 11 | 1 | 5 | 2 | -1
CCC1(C)N=C(N)Nc2nc3cc(C)c(C)cc3n21 (centres undefined) | -7 | 0 | -13 | -0.1 | 6 | 0 | 14 | 0 | -2
CC(=O)N1CC(=O)N(OCc2ccccc2)C1c1ccc(Cl)cc1Cl (centres undefined) | 9 | 9 | -14 | 0.3 | 9 | 2 | 0 | 5 | -4
Nn1c(SCC(=O)Nc2ccccc2C(F)(F)F)nncc1=O | -1 | 0 | -6 | -0.5 | -2 | 1 | -13 | 0 | 4
CC1=NOC(=O)/C1=C\c1ccc(-c2ccc(Br)cc2)o1 | -5 | -11 | 34* | 69* | -1 | 10 | 31* | 34* | -17
CN(C)c1ccc(S(=O)(=O)NCC(=O)OCC(=O)NC(=O)C2CCCCC2)cc1[N+](=O)[O-] | -3 | 7 | -1 | -2.1 | 13 | 1 | 8 | -9 | 6
COC(=O)c1ccc(-n2c(C)cc(C(=O)COC(=O)CNS(=O)(=O)c3ccc(C)cc3)c2C)cc1 | -2 | -29 | 4 | 0.0 | -11 | 13 | 1 | 17 | -13
Nc1ccc(-c2nnnn2-c2ccc(N)cc2)cc1 | 1 | 7 | -19 | -1.4 | 12 | 1 | -7 | -5 | -1
CC1=C(C(=O)OCc2ccccc2)C(c2cccs2)NC(=O)N1CCCC(=O)O (centres undefined) | 0 | 2 | 18 | 0.6 | -6 | 0 | 9 | 6 | 5

Next section.
SMILES	M5 ag	M4 PAM	CHRM1 antagonist	CRFR2-BP ag	CHRM1 PAM	CHRM4 agonist	CHRM5 antagonist	M4 antag	CHRM5 PAM
COC(=O)C(O)(CC(=O)Nc1cc(Cl)ccc1Cl)C(F)(F)F (centres undefined)	-1	13	-12	-1.5	8	0	0	-2	1
COCCn1c(SCC(=O)Nc2cc(C)nn2-c2ccccc2)nnc1-c1ccncc1	0	-18	0	1.5	-2	8	16	5	-12
C=CCN1C(=O)[C@]2(c3ccccc31)C1CCCC=C1C(C#N)=C(N)C2(C#N)C#N (some centres undefined)	-3	0	-6	-0.2	13	-1	5	-1	-6
CC(=O)Nc1ccc(S(=O)(=O)NCCC(=O)NCC2COc3ccccc3O2)cc1 (centres undefined)	0	3	-13	-1.4	12	1	12	7	-2
CCc1ccc(-c2nc(CN3CCC(C(=O)NCc4ccc(F)cc4)CC3)c(C)o2)cc1	-4	-11	5	3.7	1	3	4	12	1
Cn1ccnc1C1CCCCN1Cc1nc(Cc2ccccc2F)no1 (centres undefined)	-14	-27	99*	0.9	-26	11	22	83*	-34
COc1ccc(O)c(-c2cn[nH]c2-c2cccs2)c1	-2	4	-9	-4.5	6	5	-2	-22	-4
O=C1CC(N2C(=O)/C(=C/C=C/c3ccccc3)SC2=S)C(=O)N1c1ccccc1 (centres undefined)	0	3	-4	3.0	4	2	-5	-9	0
O=C(CN1C(=O)NC2(CCCC2)C1=O)N1CCN(c2ccc(C(F)(F)F)cc2[N+](=O)[O-])CC1	1	1	-2	1.9	8	0	6	2	4
N#CCCN(C(=O)COC(=O)Cc1ccc(Br)cc1)c1ccccc1	-8	-4	-5	-3.6	-1	7	4	-14	-4
Cc1cc(C)n(CCNC(=O)C2CCC(=O)N(Cc3ccc(Cl)cc3)C2)n1 (centres undefined)	-2	0	1	4.2	1	2	7	-8	-9
COc1ccc(C(=O)N=c2sccn2C)cc1	0	8	-4	-1.1	8	1	0	-4	1
COc1ccc(Cl)cc1C(=O)NC(=S)Nc1cc(-c2nc3ccccc3[nH]2)ccc1C	0	0	12	4.0	-5	5	22	6	-1
O=C(NCc1ccccc1)/C(=C\c1ccc(O)cc1)NC(=O)c1ccco1	-4	5	2	0.2	1	1	-4	-4	4
CS(=O)(=O)N1CCN(c2ccc(NC(=O)c3cc4ccccc4o3)cc2)CC1	2	0	-13	2.3	3	6	2	-1	-3
COc1ccc(NC(=O)NCc2ccccc2F)cc1OC	4	9	12	-1.3	-1	4	8	-1	5
Cc1ccccc1NC(=O)CSc1cn[nH]n1	-3	0	-12	-1.5	11	1	7	5	1
CC(=O)Nc1cccc(NC=C(C#N)C#N)c1	-1	-7	4	2.2	1	0	-6	8	-5
Cc1c(C(=O)OCC(=O)N2CCN(c3ccccc3)CC2)oc2ccccc12	0	0	-3	-0.4	-1	3	3	10	-4
CCOc1ccc(NC2OC(CO)C(O)C(O)C2O)c([N+](=O)[O-])c1 (centres undefined)	1	-2	-11	-0.9	13	1	-11	0	1
O=C(CSc1n[nH]c(-c2cccnc2)n1)Nc1ccccc1	-2	-5	-4	-2.0	8	1	1	-4	-4
CN(c1ccccc1C(=O)Nc1ccc2ccccc2c1)S(C)(=O)=O	2	-7	7	-2.1	3	11	1	0	-5
O=C(O)C(Cc1ccccc1)N=C(NS(=O)(=O)c1ccccc1)c1ccccc1 (centres undefined)	5	6	0	-1.6	-1	1	10	-4	-5
COc1ccc(Br)cc1CN(C)CC(=O)Nc1cccc(S(=O)(=O)N2CCCC2)c1	-6	-4	-2	0.9	-5	8	19	-14	-20
CC(C)CN(C(=O)CSc1ncnc2sccc12)C1CCS(=O)(=O)C1 (centres undefined)	0	15	-9	-0.6	9	4	2	-14	-3
COc1cccc(OC)c1C(=O)Nc1ccc2nc(C)c(C)nc2c1	0	-1	-6	4.5	5	1	2	8	0
CCOC(=O)c1c(CN2CCN(C)CC2)oc2ccc(O)cc12	0	9	-11	-0.1	12	1	1	-1	-6
O=C(O)c1ccccc1OCCN1CCCC1=O	6	-2	-10	0.5	4	0	-6	-7	2
O=C(c1ccco1)N1CCN(S(=O)(=O)c2ccc(Br)s2)CC1	0	6	3	1.5	-1	2	2	4	-10
Cc1ccc(N2CC(C(=O)N3CCC(C(=O)Nc4ccc(Br)cc4)CC3)CC2=O)cc1 (centres undefined)	-2	-5	11	-1.6	-8	6	11	4	-4
Cc1cccc(NC(=S)N/N=C(\c2ccccc2)C(C)C)c1	-3	-1	1	-0.4	1	0	4	10	-4
Cc1nc(SC2CCOC2=O)c2c(C)c(C)sc2n1 (centres undefined)	-2	8	-5	-0.7	4	1	-3	-3	2
CCOc1ccc(C(c2c(C)[nH][nH]c2=O)c2c(C)[nH][nH]c2=O)cc1OCC	-3	10	0	-1.4	4	4	6	-2	-4
O=C(OCC(=O)C12CC3CC(CC(C3)C1)C2)c1ccc(O)cc1	8	10	-8	1.8	14	2	7	7	0
Oc1ccc(C[C@H]2CNC(=S)N2CC2CCCN2C[C@H](Cc2ccccc2)N2C[C@H](Cc3ccc(O)cc3)N(CC3CCCCC3)C2=S)cc1 (some centres undefined)	-1	-19	10	x	-5	0	-8	-18	-5
Cc1oc(-c2ccccc2)nc1CS(=O)CC(=O)N1CCc2ccccc2C1 (centres undefined)	-1	1	-5	-0.9	4	2	-2	-4	-3
COc1cc(Cl)c(CNC[C@H]2O[C@@H](n3cnc4c(=O)[nH]c(N)nc43)[C@H](O)[C@@H]2O)c(Cl)c1O	0	1	-16	x	-4	1	4	2	4
COc1ccc(CNC(=O)c2cc(C)nc3ccccc23)cc1OC	2	-1	-7	-0.8	8	2	4	3	4
Cn1cccc1/C=N/NC(=O)c1ccco1	-1	4	2	-1.4	12	2	-11	-9	3
CCOC(=O)Nc1nc(-c2ccccc2)c(C(=O)c2ccccc2)s1	-4	3	13	-1.6	-2	4	9	-21	-9
COc1ccc(OCCNC(=O)c2ccccc2Cl)cc1	-3	-4	-10	0.0	10	3	3	2	-3
C[N+]1(CN2C(=O)C3C4C=CC(C4)C3C2=O)CCCCC1 (centres undefined)	-18	-50	11	2.4	-10	1	20	8	-34
COCC(C)n1c(SCC(=O)Nc2sccc2C(N)=O)nc2ccccc2c1=O (centres undefined)	0	5	12	-0.1	-6	6	14	6	-8
CCn1c2ccccc2c2nnc(SCC(=O)NC3CCS(=O)(=O)C3)nc21 (centres undefined)	-3	6	-8	-1.0	11	0	6	6	-3
